Cdc42 wt GTP: human Cdc42 wildtype GTP binding change, either direction; P60953; GST-Cdc42 beads, Bodipy-GTP binding, flow cytometry; actives lie on both sides; percent activity (GTP binding), % at 10 µM; 190,000 tested, 0.2% active; AID 761;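 active = percent activity GTP binding at least 20 points away from the 100% baseline, either down as inhibitor or up as activator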;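 note: median bead fluorescence of bound Bodipy-FL-GTP at 100 nM; 0% = excess unlabeled GTP control and 100% = no compound control; below 100% means less GTP binding so inhibitor and above means activator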
Target sequence (P60953 whole entry, looked up): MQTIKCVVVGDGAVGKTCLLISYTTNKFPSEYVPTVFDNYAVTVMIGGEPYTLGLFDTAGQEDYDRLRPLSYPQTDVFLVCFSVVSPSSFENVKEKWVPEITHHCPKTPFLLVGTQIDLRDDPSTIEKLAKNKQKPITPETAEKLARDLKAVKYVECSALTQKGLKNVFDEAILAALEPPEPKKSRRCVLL
Pf gamet viab: P. falciparum stage V gametocyte viability inhibition. P. falciparum stage V gametocytes, ATP luminescence, 24 h. inhibition, % at 10.9 µM. AID 743093. 150,000 tested, 0.065% active;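 active = inhibition above the mean plus 3 SD of compounds within the control limits, set per campaign, cut at about 38% in these data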;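 note: 0% = DMSO wells and 100% = medium only without gametocytes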
Rab7 wt GTP bind: dog Rab7 wildtype GTP binding, inhibitors and activators; GST-Rab7 beads, fluorescent GTP binding, flow cytometry; actives lie on both sides; untreated = 100%, excess cold GTP = 0%; GTP binding activity (percent of control), % at 10 µM; 190,000 tested, 0.055% active; AID 758;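 active = fluorescent GTP binding to Rab7 beads changed by at least 20 points from the 100% baseline, either direction, mostly lower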;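 note: median green fluorescence of bound Bodipy-FL-GTP per Rab7 bead population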
Mcl1 Bid PPI: disrupts binding of human Mcl-1 to Bid peptide; Q07820; TR-FRET Mcl-1/Bid-Dy647 peptide binding, 1536-well; inhibition, % at 21.7 µM; 220,000 tested, 0.97% active; AID 1021;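 active = compounds that cut the binding signal by more than half at the single screening dose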;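 note: His-tagged Mcl-1 with europium anti-His antibody binding Bid BH3 peptide; 0% = Mcl-1 plus peptide wells and 100% = peptide-only wells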
Target sequence (Q07820 whole entry, looked up): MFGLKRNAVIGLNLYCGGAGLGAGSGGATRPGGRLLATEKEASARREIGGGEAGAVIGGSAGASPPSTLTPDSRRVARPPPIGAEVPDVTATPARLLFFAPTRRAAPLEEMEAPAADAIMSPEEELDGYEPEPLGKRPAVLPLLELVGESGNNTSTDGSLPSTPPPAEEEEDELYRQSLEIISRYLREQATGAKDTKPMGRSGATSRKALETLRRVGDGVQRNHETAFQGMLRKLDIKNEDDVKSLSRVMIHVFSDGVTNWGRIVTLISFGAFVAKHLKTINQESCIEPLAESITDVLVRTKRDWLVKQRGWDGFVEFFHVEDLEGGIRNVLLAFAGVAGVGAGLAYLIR
Mcl1 Noxa PPI: Mcl-1/Noxa interaction inhibition | AID 1022 | inhibition, % at 21.7 µM | 220,000 tested, 1.5% active | TR-FRET Mcl-1/Noxa peptide binding, 2 h;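 active = compounds that cut the protein-peptide binding signal by more than 50% relative to plate controls in a single-dose test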;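 note: His-tagged Mcl-1 with rhodamine Noxa BH3 peptide and terbium anti-His antibody; 0% = Mcl-1 plus Noxa peptide wells and 100% = peptide-only wells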
Rac1 act GTP bind: modulators of GTP binding to human Rac1 activated mutant. P63000. GST-Rac1 activated beads, fluorescent GTP binding, flow cytometry; actives lie on both sides; 100% means binding = to untreated wells. percent activity (GTP binding), % at 10 µM. 190,000 tested, 0.11% active. AID 764;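 active = GTP binding at least 20 percentage points away from the 100% baseline, in either direction, so actives lie on both sides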
Rab2A wt mod: changes GTP binding to wildtype dog Rab2A, up or down. 190,000 tested, 0.19% active. AID 760. P61105. GTP binding activity, % at 10 µM. GST-Rab2 wt beads, Bodipy-GTP binding, flow cytometry;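 active = GTP binding activity at least 20 points away from 100%, either lowered or raised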;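 note: 0% = beads with excess unlabeled GTP and 100% = no-compound control corrected for plate trend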
Mcl-1 Bim block: inhibitors of Bim-Mcl-1 interaction, human. Q07820. Bead-based flow cytometry, Bim peptide-Mcl-1 binding. inhibition, % at 10 µM. 190,000 tested, 0.1% active. AID 1009; in the data active = inhibition above about 40%;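 note: 0% = no compound tracer wells and 100% = peptide blocker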
Rac1 wt GTP bind: human Rac1 wildtype GTP binding, inhibitors and activators | GST-Rac1 beads, fluorescent GTP binding, flow cytometry; actives lie on both sides; 0 = cold GTP competed, 100 = untreated | P63000 | GTP binding activity (% of control), % at 10 µM | 190,000 tested, 0.27% active | AID 757;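 active = GTP binding activity at least 20 points away from the 100% control level, either lower or higher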
RGS8-Gao: modulates binding of RGS8 to human Galphao. P09471. response (percent of control binding), % at 10 µM. 220,000 tested, 0.34% active. multiplexed bead flow cytometry; actives lie on both sides. AID 1423; in the data active = response below about 60% or above about 140%; inactive = in between;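 note: Galphao activated as the GDP aluminium fluoride complex binding bead-coupled RGS8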
Target sequence (P09471 whole entry, looked up): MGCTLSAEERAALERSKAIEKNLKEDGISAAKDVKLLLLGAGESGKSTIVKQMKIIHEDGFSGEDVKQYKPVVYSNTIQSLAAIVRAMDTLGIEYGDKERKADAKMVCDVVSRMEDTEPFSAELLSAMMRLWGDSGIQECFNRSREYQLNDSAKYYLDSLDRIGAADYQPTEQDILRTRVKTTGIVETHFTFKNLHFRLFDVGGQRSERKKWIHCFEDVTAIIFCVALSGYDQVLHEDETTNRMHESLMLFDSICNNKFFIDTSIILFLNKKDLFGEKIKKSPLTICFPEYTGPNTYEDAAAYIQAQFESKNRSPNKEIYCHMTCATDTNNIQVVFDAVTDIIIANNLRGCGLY
HRas wt GTP: human HRas wildtype GTP binding, change in either direction. P01112. GST-Ras wt beads, Bodipy-FL-GTP binding, flow cytometry; actives lie on both sides. GTP binding activity, % at 10 µM. 190,000 tested, 0.14% active. AID 759;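 active = GTP binding activity at least 20% away from the 100% baseline, either lowered as inhibitor or raised as activator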;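 note: 0% = unlabeled GTP competition control and 100% = no-compound control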
Numbers without * were called inactive; x = no result given.

Each structure is followed by: Cdc42 wt GTP, Pf gamet viab, Rab7 wt GTP bind, Mcl1 Bid PPI, Mcl1 Noxa PPI, Rac1 act GTP bind, Rab2A wt mod, Mcl-1 Bim block, Rac1 wt GTP bind, RGS8-Gao, HRas wt GTP
> COC(=O)CSc1c(-c2ccccc2)c2cc(Cl)ccc2[nH]c1=O
    96, -2, 101, 2, 16, 98, 101, 3, 103, 103, 100
> COCCCNc1nc2c(c(=O)[nH]c(=O)n2C)n1CCCc1ccccc1
    109, x, 103, -107, -2, 101, 104, 5, 108, 90, 107
> Cc1ccccc1OCc1nnc(SCC(=O)Nc2ccc3nc(SCC(=O)Nc4ccccc4)sc3c2)n1C
    102, 20, 101, 23, -50, 99, 101, -5, 104, 104, 100
> COc1ccc2oc3cc(C)[n+]([O-])c(-c4ccc(C)cc4)c3c2c1
    100, x, 102, -34, 11, 100, 99, 3, 104, 96, 100
> COc1ccc(N2C(=O)C(F)(F)C2c2cccc(F)c2)cc1 (stereo unspecified)
    97, -28, 105, -32, 18, 95, 98, -1, 100, 98, 97
> O=C(CSC1c2ccccc2C(=O)N1c1ccccc1)N1CCOCC1 (stereo unspecified)
    99, x, 95, -19, 0, 100, 99, 1, 106, 97, 100
> Cc1cc2c(ncn2C)c(NS(=O)(=O)c2ccc(Cl)cc2)c1C
    96, 9, 97, -2, -10, 93, 99, 0, 101, 114, 94
> Cc1ccccc1NS(=O)(=O)c1ccc(C(=O)N2CCN(c3ccccn3)CC2)cc1
    97, 5, 94, -16, 10, 95, 97, -2, 99, 102, 99
> CN(C)CCCN(C(=O)COc1ccccc1)c1nc2ccc(F)cc2s1
    100, 4, 106, -12, -8, 95, 97, -2, 102, 103, 98
> NNC(=O)C1CC1c1ccccc1 (stereo unspecified)
    103, -10, 102, -34, -17, 100, 97, -6, 106, 98, 99

Gathered by group, the entries above containing four or more nitrogen atoms (3)
Each structure is followed by: Cdc42 wt GTP, Pf gamet viab, Rab7 wt GTP bind, Mcl1 Bid PPI, Mcl1 Noxa PPI, Rac1 act GTP bind, Rab2A wt mod, Mcl-1 Bim block, Rac1 wt GTP bind, RGS8-Gao, HRas wt GTP
> COCCCNc1nc2c(c(=O)[nH]c(=O)n2C)n1CCCc1ccccc1
    109, x, 103, -107, -2, 101, 104, 5, 108, 90, 107
> Cc1ccccc1OCc1nnc(SCC(=O)Nc2ccc3nc(SCC(=O)Nc4ccccc4)sc3c2)n1C
    102, 20, 101, 23, -50, 99, 101, -5, 104, 104, 100
> Cc1ccccc1NS(=O)(=O)c1ccc(C(=O)N2CCN(c3ccccn3)CC2)cc1
    97, 5, 94, -16, 10, 95, 97, -2, 99, 102, 99

(further entries)
Each structure is followed by: Cdc42 wt GTP, Pf gamet viab, Rab7 wt GTP bind, Mcl1 Bid PPI, Mcl1 Noxa PPI, Rac1 act GTP bind, Rab2A wt mod, Mcl-1 Bim block, Rac1 wt GTP bind, RGS8-Gao, HRas wt GTP
> Cc1ccc(C(=O)O)cc1-c1ccc(C=C2C(=O)c3ccccc3C2=O)o1
    85, 1, 96, -55, 57*, 84, 88, 2, 85, 94, 88
> CNC(=O)/C(=C\c1ccc([N+](=O)[O-])cc1)NC(C)=O
    97, -14, 100, -23, 11, 93, 97, 2, 99, 104, 100
> Cc1ccc2c(c1)N(CCC(=O)NCCN1CCOCC1)C(=O)CO2
    102, -14, 103, -7, 52*, 96, 102, -3, 97, 101, 100
> O=C(NC1CCCCCCC1)C1=COCCO1
    98, x, 99, -14, -5, 99, 99, -2, 100, 104, 99
> O=C(c1ccccc1O)N1N=C(c2ccccc2)CC1(O)C(F)(F)F (stereo unspecified)
    95, -13, 94, -40, -16, 95, 96, 4, 99, 102, 96
> COc1ccccc1CNc1ncnc2cc(Cl)ccc12
    96, x, 94, -9, -131, 95, 96, -4, 101, 104, 96
> O=c1[nH]c2ccccc2c2nc3ccccn3c12
    95, x, 94, 5, -4, 95, 92, 3, 99, 99, 93
> CCOC(=O)CNC(=O)CSc1nc2nc(C)c(Br)cc2[nH]1
    97, 11, 97, 19, 2, 91, 96, -1, 94, 100, 96
> c1cc2c(cc1-c1[nH]ncc1CN1C[C@H]3CC[C@H]1C3)OCO2
    99, -6, 98, -59, 12, 96, 99, 0, 97, 99, 97
> COc1cc(/C=N/n2cnnc2)ccc1OC(=O)c1cccnc1
    97, 9, 95, -19, 1, 96, 97, -3, 95, 97, 95
> CC(C)NC(=O)CSc1nc2ccccc2n1CC(=O)N(C(C)C)C(C)C
    99, 2, 96, -14, 15, 99, 99, 0, 106, 99, 100
> Cn1cccc1CNC(=S)Nc1ccccc1F
    97, -5, 96, -13, 4, 97, 96, -2, 99, 99, 98
> COc1ccc(CN2C(=O)c3ccccc3C(/C=N\OCc3ccc(C)cc3)C2=O)cc1 (stereo unspecified)
    95, -5, 92, -82, -59, 92, 91, 1, 92, 102, 95
> CCC(=O)NC(=S)Nc1ccc(NC(=S)NC(=O)c2ccc(C)cc2)cc1
    92, x, 92, -13, 18, 93, 95, -3, 97, 100, 94
> O=C1CN(C(=O)CN2CCCC2)C(c2ccccc2)c2cc(Br)ccc2N1 (stereo unspecified)
    98, 9, 96, -10, 15, 94, 97, -2, 97, 101, 97
> Cc1csc(C(C)N(C)C(=O)CCc2nnc(CCc3ccccc3)o2)n1 (stereo unspecified)
    96, 2, 98, -13, -4, 98, 100, -1, 101, 100, 98
> OC(CNCc1ccc(-c2ccccc2)cc1)c1ccccc1 (stereo unspecified)
    97, 13, 102, -13, 10, 97, 98, 0, 95, 103, 96
> COc1ccc(C(=O)c2c(C)c3cc(C)ccc3n2CC(O)CN2CCOCC2)cc1 (stereo unspecified)
    98, x, 104, -8, 27, 100, 99, -2, 103, 105, 100
> CC(C)(C)c1ccc(-n2nc(C(N)=O)c(O)cc2=O)cc1
    98, 6, 101, -12, 7, 97, 101, 2, 99, 102, 98
> C[n+]1cnn2c1SCC1(COC1)C2
    103, x, 99, -36, 14, 104, 101, 4, 105, 90, 103
> Cc1nc(N2CCN(S(=O)(=O)c3ccc(Br)cc3)CC2)c2c(C)c(C)sc2n1
    92, -22, 95, -9, 8, 89, 92, -3, 92, 98, 93
> CCCN(CCC)C(=O)Cn1c(=O)n(CCCC(=O)NCc2ccco2)c(=O)c2sccc21
    99, 9, 96, -27, 12, 97, 96, 0, 103, 100, 97
> CC1CCN(c2c([N+](=O)[O-])nn(-c3ccc4c(c3)OCCO4)[n+]2[O-])CC1
    106, x, 103, -17, 26, 103, 107, -3, 109, 103, 106
> CCCCCCN1Cc2ccccc2C1
    100, -4, 98, -11, 14, 99, 98, -4, 103, 102, 98
> O=S(=O)(c1ccc(Cl)cc1)N1CCn2c1nc1ccccc12
    95, x, 97, -26, 9, 96, 95, -3, 98, 94, 94
> COC(=O)c1ncccc1SC
    96, x, 98, 0, 12, 97, 97, 1, 99, 107, 98
> CCc1cc2c(=O)c(-n3cnc4ccccc43)coc2cc1O
    96, x, 96, -70, -11, 96, 96, -1, 94, 105, 96
> COc1ccc2cc(CN(CCCN3CCOCC3)Cc3nnnn3C3CCCC3)c(=O)[nH]c2c1
    100, x, 98, -19, 9, 97, 98, 2, 95, 102, 98
> CCN(CC)C(=O)C1CCN(S(=O)(=O)c2ccc(C3CNC(=O)C3)cc2)CC1 (stereo unspecified)
    95, x, 99, 0, -1, 99, 99, -4, 103, 101, 100
> Cc1ccc(CNC(=O)c2coc(=O)c3ccccc23)o1
    104, x, 100, -11, 9, 100, 102, -3, 102, 96, 101
> Cc1c(N=C2N=C(NC(=O)c3ccc(F)cc3)c3ccccc32)c(=O)n(-c2ccccc2)n1C
    96, x, 106, -19, 5, 91, 101, 1, 96, 98, 97
> CCOC(CNC(=O)c1ccc2c(c1)ncn2-c1ccc(F)c(F)c1)OCC
    98, 8, 107, -13, -7, 95, 101, -4, 99, 97, 97
> Cc1cc(OCC(=O)NCCO)ccc1Cl
    102, x, 99, 0, 4, 98, 100, -4, 102, 99, 98
> Cc1ccc2c(c1)C(c1ccc(N3CCOCC3)cc1)=NNC(c1cccs1)=N2
    99, 6, 103, -29, 2, 96, 102, -3, 103, 101, 103
> O=C1N=c2ccccc2=C1c1sc(=S)n(NC(=O)c2cccc(O)c2)c1O
    82, -19, 93, -18, 21, 89, 82, -5, 82, 101, 82
> COc1ccc(NC(=O)N2CCN(c3ccc([N+](=O)[O-])cc3)CC2)cc1
    98, -15, 99, -14, -3, 97, 99, -2, 102, 99, 98
> O=C(c1ccccn1)N1N=C2/C(=C/c3ccccc3)CCCC2C1c1ccccc1 (stereo unspecified)
    102, 6, 92, -5, -1, 97, 99, 6, 98, 106, 99
> CC1CC(C)CN(C(=S)Nc2ccc(SC(F)F)cc2)C1 (stereo unspecified)
    98, -22, 99, -43, -1, 100, 98, -1, 101, 100, 98
> Cc1cccc(S(=O)(=O)Nc2nc3ccccc3nc2NCc2ccc3c(c2)OCO3)c1
    104, x, 94, 14, -2, 98, 100, -3, 105, 101, 100
> CC(=O)c1c(C)[nH]c(C(=O)NCc2ccccn2)c1C
    104, x, 101, -47, -5, 98, 101, 1, 103, 99, 101
> CC(=O)NCCc1nc2ccccc2n1Cc1ccc(Cl)cc1
    96, x, 106, -30, 9, 97, 99, -1, 101, 102, 101
> Cc1ccc(CNC(=O)/C(C#N)=C/c2ccc(C)s2)cc1
    98, x, 96, 1, -10, 96, 98, 0, 99, 99, 99
> CCOC(=O)NC1(C(F)(F)F)C(=O)NC(C)=C1C#N (stereo unspecified)
    101, -8, 102, 3, -2, 99, 101, x, 105, 102, 102
> CCCN1CCN(C(=O)C2CCN(S(=O)(=O)c3ccc4c(c3)oc(=O)n4C)CC2)CC1
    101, x, 102, -12, 22, 97, 103, -3, 101, 74, 99
> CN(C(=O)CSc1nnnn1-c1ccccc1)C1CCCCC1
    105, x, 103, -8, 3, 100, 101, -2, 103, 100, 104
